VHR inh abs = VHR1 phosphatase inhibitors, primary screen, biochemical, absorbance, uHTS; Dual specificity protein phosphatase 3 (Homo sapiens), P51452; recombinant VHR phosphatase, pNPP absorbance; inhibition, % at 13.3 µM; actives 0.52% (n = 290,000); in the data active = inhibition above about 50%; note: some compounds called inactive have numbers as strong as hits
Target sequence (P51452 whole entry, looked up): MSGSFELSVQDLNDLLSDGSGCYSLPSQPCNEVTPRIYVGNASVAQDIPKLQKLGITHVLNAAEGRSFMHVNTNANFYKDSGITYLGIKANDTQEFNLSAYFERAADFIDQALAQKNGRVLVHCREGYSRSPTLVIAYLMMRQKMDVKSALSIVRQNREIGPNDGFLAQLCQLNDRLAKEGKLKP
Rv3671c inh = Rv3671c serine protease inhibitors, primary screen, biochemical, fluorescence polarization, M. tuberculosis H37Rv; AID 2606, 2010; P9WHR9; inhibition, % at 5.96 µM; actives 0.048% (n = 320,000); in the data active = inhibition above about 38%;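 note: extracellular domain of Rv3671c used as enzyme; 0% = enzyme with DMSO and 100% = no enzyme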
Target sequence (P9WHR9 whole entry, looked up, the tested form may be a part): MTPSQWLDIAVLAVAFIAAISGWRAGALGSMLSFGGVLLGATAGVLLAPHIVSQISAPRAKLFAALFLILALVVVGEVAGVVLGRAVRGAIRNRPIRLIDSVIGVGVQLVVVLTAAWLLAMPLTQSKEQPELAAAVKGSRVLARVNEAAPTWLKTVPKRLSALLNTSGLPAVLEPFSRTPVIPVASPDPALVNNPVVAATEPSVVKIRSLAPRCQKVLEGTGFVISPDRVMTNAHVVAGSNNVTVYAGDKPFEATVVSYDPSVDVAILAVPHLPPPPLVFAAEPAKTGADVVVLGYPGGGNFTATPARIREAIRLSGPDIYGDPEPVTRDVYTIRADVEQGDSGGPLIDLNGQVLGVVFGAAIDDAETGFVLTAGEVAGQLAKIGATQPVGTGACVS
TcdB GH inh = TcdB glycohydrolase inhibitors, primary screen, biochemical, single point, plate reader. Toxin B (Clostridioides difficile), P18177. TcdB glycohydrolase enzymatic assay. inhibition, % at 9.99 µM. actives 0.24% (n = 350,000); in the data active = inhibition above about 10%
PrPC surface inh = inhibitors of human cell surface prion protein PrPC, primary screen, cell-based, TR-FRET; Major prion protein (Homo sapiens), P04156; actives 0.43% (n = 370,000); TR-FRET read-out; inhibition, % at 13.8 µM; in the data active = inhibition above about 24%; note: 0% = median of the test wells and 100% = reference compound wells
MazF activator = activators of E. coli MazEF toxin-antitoxin RNase, primary screen, biochemical, fluorescence, uHTS | FAM/BHQ RNA-DNA oligo cleavage fluorescence, 5 h | activation, % at 20 µM | actives 0.32% (n = 350,000) | AID 504720, 2011; in the data active = activation above about 50%
Target sequence (P0AE70 whole entry, looked up): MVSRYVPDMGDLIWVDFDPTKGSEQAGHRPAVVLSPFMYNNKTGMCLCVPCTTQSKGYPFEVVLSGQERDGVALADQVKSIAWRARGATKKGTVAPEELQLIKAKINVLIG
Vc quorum ag = inducers of Vibrio cholerae quorum light production without autoinducers, primary screen, BH1578 luxS cqsA deficient, single point; V. cholerae BH1578 lux reporter, luminescence, 6 h; activation, % at 18.7 µM; actives 0.16% (n = 350,000); in the data active = activation mostly above about 9.7%, no sharp cut-off; note: not every result past the cut was called active; inactives centre near 0; reference of the scale not given here
CCHF vOTU inh = CCHFV vOTU protease inhibitors, primary screen, biochemical, Pep-AMC substrate, fluorescence; inhibition, % at 11.5 µM; Crimean-Congo hemorrhagic fever virus L polyprotein viral ovarian tumor (vOTU) protease …; AID 651958, 2012; actives 0.55% (n = 370,000); in the data active = inhibition above about 30%; note: 0% = vehicle wells with enzyme and 100% = no enzyme wells
Y pestis TopoI = Yersinia pestis topoisomerase I inhibitors, primary screen, biochemical, cleavage product accumulation, plate reader, single point | DNA topoisomerase I (Yersinia pestis CO92) | Y. pestis Topo-I cleavage product accumulation | activity, % at 10 µM | actives 0.064% (n = 360,000) | AID 504884, 2011; in the data active = activity above about 50%, passing the limit was not always enough; note: inactives centre near 2
SSB-PriA inh = inhibitors of Klebsiella pneumoniae PriA binding to SSB C-terminal tail, primary screen, biochemical, AlphaScreen | actives 0.6% (n = 430,000) | AlphaScreen SSBct-PriA binding, biotinylated peptide | inhibition, % at 33 µM | AID 1272365, 2023 | PriA–SSB C-terminal tail interaction (Klebsiella pneumoniae); in the data active = inhibition mostly above about 37%, no sharp cut-off; inactive = mostly below about 20%;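 note: plate controls were negative control peptide for no effect and reference peptide for full effect; strong numbers were not always called active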
SARS 3CLpro inh = SARS-CoV 3CLpro protease inhibitors, primary screen, biochemical, quenched FRET | Replicase polyprotein 1ab (Severe acute respiratory syndrome coronavirus), P0C6X7 | recombinant SARS-CoV 3CLpro, quenched FRET peptide cleavage | inhibition, % at 6 µM | actives 0.14% (n = 290,000) | AID 1706, 2009; in the data active = inhibition above about 12%
Active calls of the source: *.

How did Cc1ccn(CC(=O)N/N=C/c2cc([N+](=O)[O-])ccc2O)n1 do in these assays?
VHR inh abs: -1; Rv3671c inh: 3; PrPC surface inh: -11; MazF activator: 2; Vc quorum ag: -0.2; CCHF vOTU inh: 6; Y pestis TopoI: -1; SARS 3CLpro inh: -1

How did CCCCCSc1cc(OC)c(CCN)cc1OC do in these assays?
VHR inh abs: 3; Rv3671c inh: -7; PrPC surface inh: -7; MazF activator: 15; Vc quorum ag: inactive; CCHF vOTU inh: 8; Y pestis TopoI: -6; SSB-PriA inh: 16; SARS 3CLpro inh: -3

How did Cc1ccc(NC(=O)CSCC(=O)N(C)Cc2ccc(Cl)c(Cl)c2)cc1 do in these assays?
Rv3671c inh: -2; TcdB GH inh: 2.7; PrPC surface inh: 5; MazF activator: 2; Vc quorum ag: -0.3; CCHF vOTU inh: -7; Y pestis TopoI: 34; SSB-PriA inh: 4

Results for CN1C(=O)CC(c2ccccc2)C1=O (stereo unspecified) ?
Rv3671c inh: 2; TcdB GH inh: 0.5; PrPC surface inh: 4; MazF activator: -2; Vc quorum ag: -0.7; CCHF vOTU inh: 2; Y pestis TopoI: 14; SSB-PriA inh: -1

How did CCN(CC(=O)Nc1ccc(C)c(F)c1)CC(=O)NC(C)C do in these assays?
VHR inh abs: 12; Rv3671c inh: 0; TcdB GH inh: 1.0; PrPC surface inh: -3; MazF activator: -16; Vc quorum ag: -0.2; CCHF vOTU inh: -2; Y pestis TopoI: -4; SSB-PriA inh: -1; SARS 3CLpro inh: -2

What do the screens show for `C=CCN1c2ccccc2[C@]23C[C@@H](C(=O)OC)N(C(C)=O)C2=NC(C(=O)OC)=C(C(=O)OC)[C@H]13`?
VHR inh abs: -23; Rv3671c inh: -6; PrPC surface inh: -1; MazF activator: 2; Vc quorum ag: inactive; CCHF vOTU inh: -7; Y pestis TopoI: 11; SSB-PriA inh: 9

Results for O=C(NCCCN1CCOCC1)c1cc(-c2ccco2)nc2ccccc12 ?
Rv3671c inh: 8; TcdB GH inh: 0.0; PrPC surface inh: -8; MazF activator: -6; Vc quorum ag: inactive; CCHF vOTU inh: -127; Y pestis TopoI: -11; SSB-PriA inh: 2

How did CC(=O)NN1C(=O)/C(=C\c2ccc(O)cc2)SC1=S do in these assays?
VHR inh abs: 20; Rv3671c inh: -21; TcdB GH inh: 7.4; PrPC surface inh: -7; MazF activator: -137; Vc quorum ag: -0.2; CCHF vOTU inh: 17; Y pestis TopoI: -13; SSB-PriA inh: 2; SARS 3CLpro inh: -1

What do the screens show for `CCN(CC)C(=O)CN(C)S(=O)(=O)c1cccc2nsnc12`?
VHR inh abs: 3; Rv3671c inh: -2; PrPC surface inh: -35; MazF activator: 1; Vc quorum ag: -0.4; CCHF vOTU inh: -6; Y pestis TopoI: -3; SSB-PriA inh: -7; SARS 3CLpro inh: 4

What do the screens show for `CN(C)CCCNc1nc2cc(-c3ccccc3)sc2c(=O)n1C`?
TcdB GH inh: 2.5; PrPC surface inh: 3; Vc quorum ag: -0.3; CCHF vOTU inh: 15; Y pestis TopoI: -13

Results for Cc1ccc(S(=O)(=O)N(C)C)cc1NC(=O)Nc1ccccc1F ?
VHR inh abs: -11; Rv3671c inh: 0; TcdB GH inh: 2.2; PrPC surface inh: -8; MazF activator: 2; Vc quorum ag: inactive; CCHF vOTU inh: 0; Y pestis TopoI: 0; SSB-PriA inh: 1; SARS 3CLpro inh: -2

What do the screens show for `Cc1ccc(-c2ccc(=O)n(CC(=O)Nc3cccc(C(=O)N4CCN(C)CC4)c3)n2)cc1`?
VHR inh abs: -8; Rv3671c inh: -8; PrPC surface inh: -6; MazF activator: -13; Vc quorum ag: 2.7; CCHF vOTU inh: -15; Y pestis TopoI: 20; SSB-PriA inh: 13; SARS 3CLpro inh: 7

How did O=C(COC(=O)c1c2ccccc2cc2ccccc12)Nc1ncc(C(F)(F)F)cc1Cl do in these assays?
VHR inh abs: -12; Rv3671c inh: -36; PrPC surface inh: -4; MazF activator: 1; Vc quorum ag: -0.4; CCHF vOTU inh: 1; Y pestis TopoI: 12; SSB-PriA inh: -8; SARS 3CLpro inh: -4

Results for COc1cc(C(c2c(C)[nH][nH]c2=O)c2c(C)[nH][nH]c2=O)ccc1OCc1ccc([N+](=O)[O-])cc1 ?
VHR inh abs: -21; Rv3671c inh: 1; PrPC surface inh: -16; MazF activator: 7; Vc quorum ag: inactive; CCHF vOTU inh: 10; Y pestis TopoI: 6; SSB-PriA inh: 13; SARS 3CLpro inh: -1

Results for Cc1ccc(CN=C2NC(=O)C(CC(=O)NCCc3ccccc3)S2)cc1 (stereo unspecified) ?
VHR inh abs: 22; Rv3671c inh: 3; Vc quorum ag: inactive; Y pestis TopoI: 2; SARS 3CLpro inh: 0

What do the screens show for `O=C(Nc1nc(-c2ccc(S(=O)(=O)N3CCCC3)cc2)cs1)C1COc2ccccc2O1` (stereo unspecified)?
VHR inh abs: -5; Rv3671c inh: -103; PrPC surface inh: 5; MazF activator: 1; Vc quorum ag: 0.5; CCHF vOTU inh: 3; Y pestis TopoI: 3; SSB-PriA inh: -8; SARS 3CLpro inh: 1

Results for COc1c(N)c2ccccc2[nH]c1=O ?
VHR inh abs: 16; Rv3671c inh: -4; PrPC surface inh: 8; MazF activator: 4; Vc quorum ag: 3.6; CCHF vOTU inh: 16; Y pestis TopoI: 4; SSB-PriA inh: -4; SARS 3CLpro inh: -3

What do the screens show for `CCN1CCN(C(=O)CN(CC)S(=O)(=O)c2ccc(Cl)cc2)CC1`?
VHR inh abs: 1; Rv3671c inh: 3; PrPC surface inh: -7; MazF activator: 2; Vc quorum ag: -12; CCHF vOTU inh: -4; Y pestis TopoI: -9; SSB-PriA inh: -25; SARS 3CLpro inh: 4

Results for COc1ccc(C2=COc3ccccc3C(=O)N2)cc1 ?
VHR inh abs: 15; Rv3671c inh: 1; TcdB GH inh: 2.8; PrPC surface inh: -4; MazF activator: 13; Vc quorum ag: 3.3; CCHF vOTU inh: -2; Y pestis TopoI: 4; SSB-PriA inh: -4; SARS 3CLpro inh: 6

Results for CC1(C(=O)O)COC(c2ccc([N+](=O)[O-])cc2)OC1 (stereo unspecified) ?
VHR inh abs: 15; Rv3671c inh: -5; PrPC surface inh: -5; MazF activator: 8; Vc quorum ag: -0.2; CCHF vOTU inh: -4; Y pestis TopoI: 8; SSB-PriA inh: -8; SARS 3CLpro inh: 6

Fetched by compound from the entries so far:
What do the screens show for `C=CCN1c2ccccc2[C@]23C[C@@H](C(=O)OC)N(C(C)=O)C2=NC(C(=O)OC)=C(C(=O)OC)[C@H]13`?
VHR inh abs: -23; Rv3671c inh: -6; PrPC surface inh: -1; MazF activator: 2; Vc quorum ag: inactive; CCHF vOTU inh: -7; Y pestis TopoI: 11; SSB-PriA inh: 9

Results for CN1C(=O)CC(c2ccccc2)C1=O (stereo unspecified) ?
Rv3671c inh: 2; TcdB GH inh: 0.5; PrPC surface inh: 4; MazF activator: -2; Vc quorum ag: -0.7; CCHF vOTU inh: 2; Y pestis TopoI: 14; SSB-PriA inh: -1

(next part)
Results for CCC(=NCCc1c[nH]c2ccccc12)c1c(O)n(C)c(=O)n(C)c1=O ?
VHR inh abs: 43; Rv3671c inh: -10; PrPC surface inh: 14; MazF activator: 2; Vc quorum ag: -0.2; CCHF vOTU inh: -3; Y pestis TopoI: 5; SSB-PriA inh: 14; SARS 3CLpro inh: 6

Results for CCN(CC)CCNCc1cc(Br)ccc1OCC(=O)NCc1ccccc1 ?
VHR inh abs: 13; Rv3671c inh: 3; TcdB GH inh: 0.4; PrPC surface inh: -1; MazF activator: 11; Vc quorum ag: -0.3; CCHF vOTU inh: -9; Y pestis TopoI: -4; SSB-PriA inh: -5; SARS 3CLpro inh: -4

How did COc1cc2c(cc1O)CC[C@@H]1[C@@H]2CC[C@]2(C)[C@@H](O)CC[C@@H]12 do in these assays?
VHR inh abs: 12; Rv3671c inh: 2; MazF activator: -3; Vc quorum ag: inactive; Y pestis TopoI: -3; SSB-PriA inh: 2; SARS 3CLpro inh: 4

Results for CCc1ccc(NC(=O)Cn2nc(C)c([N+](=O)[O-])c2C)cc1 ?
VHR inh abs: 17; Rv3671c inh: -4; TcdB GH inh: 1.4; PrPC surface inh: -3; MazF activator: 5; Vc quorum ag: -0.9; CCHF vOTU inh: -2; Y pestis TopoI: -1; SSB-PriA inh: -5; SARS 3CLpro inh: 0

Results for Cc1ccc(S(=O)(=O)NCC(=O)N2CCC(C)CC2)cc1 ?
VHR inh abs: 38; Rv3671c inh: -4; TcdB GH inh: 0.6; PrPC surface inh: 3; MazF activator: 3; Vc quorum ag: -0.2; CCHF vOTU inh: -8; Y pestis TopoI: 8; SSB-PriA inh: 4; SARS 3CLpro inh: -3

Results for Cc1ccc(NC(=O)c2cnc(SCC(=O)NCC3CCCO3)n(C)c2=O)cc1C (stereo unspecified) ?
Rv3671c inh: -32; TcdB GH inh: 2.2; PrPC surface inh: -4; MazF activator: 0; Vc quorum ag: inactive; CCHF vOTU inh: -6; Y pestis TopoI: 22; SSB-PriA inh: 6

What do the screens show for `CC(C(=O)NCCN1CCOCC1)c1ccc([N+](=O)[O-])cc1` (stereo unspecified)?
VHR inh abs: -5; Rv3671c inh: 1; TcdB GH inh: 0.7; PrPC surface inh: -6; MazF activator: 3; Vc quorum ag: inactive; CCHF vOTU inh: -5; Y pestis TopoI: 3; SSB-PriA inh: -3; SARS 3CLpro inh: -2

How did COc1cc(NC(=O)c2cccs2)c(OC)cc1NC(=O)CCC(=O)Nc1ccc2ncccc2c1 do in these assays?
VHR inh abs: 34; TcdB GH inh: 0.0; PrPC surface inh: -1; MazF activator: 16; Vc quorum ag: inactive; CCHF vOTU inh: -1; Y pestis TopoI: 26; SSB-PriA inh: -13; SARS 3CLpro inh: -1

Results for CC(OC(=O)/C=C/c1ccco1)C(=O)NC1CCCCC1C (stereo unspecified) ?
Rv3671c inh: -4; TcdB GH inh: 0.2; PrPC surface inh: 6; MazF activator: -5; Vc quorum ag: -3.8; CCHF vOTU inh: 1; Y pestis TopoI: -9; SSB-PriA inh: -3

Results for COc1cnc(-c2ccccc2)c(-c2ccccc2)n1 ?
Rv3671c inh: 4; TcdB GH inh: 1.1; PrPC surface inh: -11; MazF activator: 3; Vc quorum ag: -0.7; CCHF vOTU inh: -1; Y pestis TopoI: -8; SSB-PriA inh: -12

What do the screens show for `CCCSc1ccc([C@H]2N[C@@](Cc3ccccc3)(C(=O)OC)[C@H]3C(=O)N(CC)C(=O)[C@@H]23)cc1`?
Rv3671c inh: -3; TcdB GH inh: 0.3; PrPC surface inh: -2; MazF activator: 4; Vc quorum ag: inactive; CCHF vOTU inh: 3; Y pestis TopoI: 9; SSB-PriA inh: -13

How did COC1C/C(=N\O)C2OC(c3ccccc3)OCC2O1 (stereo unspecified) do in these assays?
VHR inh abs: -8; Rv3671c inh: 3; PrPC surface inh: 6; MazF activator: -6; Vc quorum ag: inactive; CCHF vOTU inh: 2; Y pestis TopoI: -3; SARS 3CLpro inh: 2

How did CCN(CC)CCN(Cc1cc2cc3c(cc2[nH]c1=O)OCCO3)C(=S)NC do in these assays?
VHR inh abs: 40; Rv3671c inh: 0; TcdB GH inh: 1.4; PrPC surface inh: -6; MazF activator: 2; Vc quorum ag: 2.4; CCHF vOTU inh: -25; Y pestis TopoI: -5; SSB-PriA inh: -8; SARS 3CLpro inh: 2

What do the screens show for `COc1ccc(OCc2cccc(C(=O)Nc3cc(C)on3)c2)cc1`?
VHR inh abs: 13; Rv3671c inh: -6; PrPC surface inh: 21; MazF activator: -1; Vc quorum ag: -5.9; CCHF vOTU inh: 1; Y pestis TopoI: -10; SSB-PriA inh: 0; SARS 3CLpro inh: 6

High-throughput results: PubChem BioAssay, several laboratories

These rows are one share of the data. The share of hits here may be higher or lower than overall.
